14-3-3 PPI: modulators of human 14-3-3 gamma - Raf peptide interaction; P61981; FP, 14-3-3gamma / TMR-pS259-Raf peptide binding; inhibition, % at 40 µM; actives 0.19% (n = 160,000); AID 422; in the data active = inhibition above about 30%;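 note: 0% = protein plus tracer without compound and 100% = blank with tracer alone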
Target sequence (P61981 whole entry, looked up): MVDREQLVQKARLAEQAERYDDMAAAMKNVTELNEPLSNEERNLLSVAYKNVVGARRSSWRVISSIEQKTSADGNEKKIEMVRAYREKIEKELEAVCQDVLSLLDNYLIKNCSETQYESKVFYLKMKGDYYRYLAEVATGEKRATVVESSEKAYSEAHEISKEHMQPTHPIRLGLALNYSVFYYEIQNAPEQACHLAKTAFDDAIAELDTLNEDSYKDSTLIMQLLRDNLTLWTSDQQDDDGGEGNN
* = called active by the depositor; & = joins results of further samples. Not all compounds are listed (hit frequency here may not be typical).

SMILES	14-3-3 PPI
Cc1cc(C)nc(N(C#N)CN2C(=O)c3ccccc3C2=O)n1	-4.8
O=C(C1CCC1)N1CCc2cc(S(=O)(=O)NCc3ccc(F)cc3)ccc21	1.5
CC1=C(C(N)=O)C(c2cccc(OCc3ccccc3)c2)n2nnnc2N1 (centres undefined)	-8.2
Cc1cccc(-n2ncc3c(N)ncnc32)c1	5.8
CCOc1ccc(CCNC(=O)CCc2nc(-c3ccc(OC)cc3)no2)cc1OCC	-1.6
CC(C)c1ccc(NC(=O)C(Cc2ccccc2)NC(=O)C2CCCCC2)cc1 (centres undefined)	-3.0
O=C(CCN1C(=O)C2C3C=CC(C3)C2C1=O)N1CCN(c2ccccc2Cl)CC1 (centres undefined)	0.2
COc1ccc2nc3oc(C(=O)Nc4cc(Cl)c(OC)cc4OC)cc3cc2c1	-5.8
O=C(Nc1cccc(C(F)(F)F)c1)C1CCN(S(=O)(=O)c2cccs2)CC1	-3.7
O=C(Nc1ccc(O)cc1)c1c(O)c2c([nH]c1=O)CCCC2	3.0
COc1cccc(-c2nc3sc4c(c3c(=O)n2Cc2cccc(F)c2)CCCC4)c1	0.1
Cc1nc2ccccc2n1CCO	-3.1
c1ccc(Cn2nnnc2CN2CCN(Cc3ccc4c(c3)OCO4)CC2)cc1	2.5
N#Cc1cc2c(nc1SCC(=O)Nc1ccccc1C(=O)O)CCC2	13.6
COc1ccc(Nc2cc(C)nc3nc(C)nn23)cc1Cl	-1.5
CCOC(=O)C1=C(C)NC2=C(C(=O)CC(C)(C)C2)C1c1ccc(OCC)cc1 (centres undefined)	-1.5

Some of these compounds in order of the 14-3-3 PPI value, smallest number first.
structure	14-3-3 PPI
COc1ccc(Nc2cc(C)nc3nc(C)nn23)cc1Cl	-1.5
COc1cccc(-c2nc3sc4c(c3c(=O)n2Cc2cccc(F)c2)CCCC4)c1	0.1
O=C(Nc1ccc(O)cc1)c1c(O)c2c([nH]c1=O)CCCC2	3.0

Next entries
SMILES	14-3-3 PPI
O=C(Nc1ccc(-c2nc3ccccc3s2)c(O)c1)c1cccnc1	-47.5
c1ccc(SCc2nc(-c3cccnc3)no2)cc1	1.8
O=S(=O)(NC1CCCCC1Sc1ccccn1)c1ccccc1 (centres undefined)	-5.3
COc1cc(C(=O)N2N=C(c3ccc(C)cc3)CC2c2ccc(Br)cc2)cc(OC)c1OC (centres undefined)	0.6
CC(C)C(c1nnnn1Cc1ccccc1)N1CCc2ccccc2C1 (centres undefined)	-7.1
CC(=O)Nc1cc(-c2nn(CC(=O)N3CCCCC3)c(=O)c3ccccc23)ccc1N1CCOCC1	3.1
O=C(CCNC(=O)Cn1ccc2ccccc2c1=O)NCCCN1CCN(c2ccccc2F)CC1	-2.7
CCC(C)NC(=O)c1ccc2c(c1)N(Cc1ccccc1)C(=O)CS2 (centres undefined)	2.6
COc1ccccc1N1CCN(S(=O)(=O)c2c(C)sc3ncn(CC(=O)Nc4cccc(Cl)c4)c(=O)c23)CC1	-3.0
O=C1C(=O)N(CCN2CCOCC2)C(c2ccc(Br)cc2)/C1=C(\O)c1ccc(S(=O)(=O)N2CCOCC2)cc1 (centres undefined)	-0.1
O=C(CN1CCCCC1)N1c2ccccc2Sc2ccc(C(F)(F)F)cc21	3.9
O=C(NCC1CCCO1)c1cnn2c1NC(c1ccc(Br)cc1)CC2C(F)(F)F (centres undefined)	-8.9
CCCC(=O)Nc1c(C(=O)OCC)[nH]c2ccc(F)cc12	-5.4
O=C(c1ccccc1)c1ccc(CSc2nnnn2-c2ccccc2)cc1	-2.1
CCN(CC)S(=O)(=O)c1ccc(C(=O)N=c2sc3cc(F)ccc3n2CC)cc1	-2.3
Cc1ccc2cc(N)ccc2n1	-1.4
O=C(C1CCC1)N1CCc2cc(S(=O)(=O)Nc3ccc4c(c3)OCO4)ccc21	-3.5
O=C(CCCC(=O)OCC1CCCO1)OCC1CCCO1 (centres undefined)	-10.1
Cc1ccnc2nc(C(=O)N3CCN(S(=O)(=O)c4ccccc4)CC3)nn12	-6.2
CCOc1ccccc1NC(=O)Cc1ccccc1[N+](=O)[O-]	-3.3
O=C(CCS(=O)(=O)c1cccc2nonc12)Nc1nccs1	4.7
COC(=O)c1ccc(NC(=O)CN(C2CCCCC2)S(=O)(=O)c2ccc(Cl)cc2)cc1	-4.7
O=C(NCc1ccc(Cl)cc1)C(=O)Nc1ccccc1F	1.6
COc1ccc(CNC(=O)c2cc(-c3ccco3)on2)cc1	-13.2
Cc1cc(C)c2c(c1)-c1c(ssc1=S)C(C)(C)N2C(=O)CSc1nncn1C	-1.1
O=[N+]([O-])c1ccc(N2CCNCC2)cc1NCc1ccccc1	-1.0
COc1ccc(CCNC(=O)c2sc3nc4c(cc3c2N)CCCCC4)cc1OC	11.0
O=C(O)CCC(=O)N1N=C(c2cccs2)CC1c1ccccc1F (centres undefined)	-9.4
CCCCNC(=O)c1cc(=O)[nH]c2ccc(S(=O)(=O)N3CCCC3)cc12	-8.3
Cn1c(C=C(OC(=O)c2ccc(F)cc2)c2ccc(F)cc2)nc2ccccc21	-2.1
COC(=O)Cc1c(C)c2ccc(OCC(=O)N3CCOCC3)cc2oc1=O	-5.0
COCCN1C(=O)C(O)=C(C(C)=O)C1c1ccc(O)c(OC)c1 (centres undefined)	0.4
COc1ccc(OC)c(S(=O)(=O)Nc2ccc(C(C)=O)cc2)c1	-2.0
O=C(NCCN1CCN(c2ccccc2F)CC1)c1cccn2c(=O)c3ccccc3nc12	-14.0&-48.6
CC(C)c1ccccc1N1CC(C(=O)O)CC1=O (centres undefined)	-6.4
Cc1cccc(NC(=O)CSc2nc3ccc(NC(=O)c4ccccc4F)cc3s2)c1C	-40.4
O=C(O)c1cccc(CN2C(=O)SC(Nc3ccc(Cl)cc3)C2=O)c1 (centres undefined)	-4.5
C=COCCNC(=O)C1CC(=O)N(c2ccc(C)cc2)C1 (centres undefined)	-4.8
COc1ccc(C2/C(=C(\O)c3ccc(C)cc3)C(=O)C(=O)N2c2ncc(S(=O)(=O)c3ccc([N+](=O)[O-])cc3)s2)cc1 (centres undefined)	-3.5
CC(C)CN(CC(C)C)S(=O)(=O)c1ccc(C(=O)Nc2nc3c(s2)CC(C)CC3)cc1 (centres undefined)	-1.1
CC1CNC2(C1)OC1CC3C4CC=C5CC(O)CCC5(C)C4CCC3(C)C1C2C (centres undefined)	-4.8
COc1ccc(C(=O)n2nc(-c3ccc(C)cc3)nc2N)cc1OC	1.1
Cc1ccc(-c2noc(CCC(=O)N3CCN(c4ccccc4)CC3)n2)cc1	-20.8
O=C(CN1CCOCC1)Nc1ncc(Br)cc1Br	0.8
O=C(Nc1ccc2sc(NC(=O)c3ccc(Cl)cc3)nc2c1)c1ccc(Cl)cc1	-6.3
CCOc1ccc(C2NC(=O)NC(C)=C2C(=O)Nc2ccccc2C)cc1 (centres undefined)	-0.3
CCSc1nc2c(c(=O)[nH]1)C(c1ccc(O)cc1)C1=C(CCCC1=O)N2 (centres undefined)	1.3
CC(=O)Oc1cccc(C2C3=C(c4ccccc4C3=O)N(C(C)=O)c3c2c(=O)n(C)c(=O)n3C)c1 (centres undefined)	-9.4
CC1=CC(C2CC(=O)N(c3ccccc3C)C2=O)CC2C(=O)N(c3ccccc3C)C(=O)C12 (centres undefined)	-0.4
CCCCOc1ccc(S(=O)(=O)Nc2cccc(-c3cn4cccc(C)c4n3)c2)cc1	-4.1
COC(=O)c1sc(NC(=O)c2cc([N+](=O)[O-])ccc2Cl)nc1C	-12.1
COC(=O)c1sc2ccccc2c1NC(=O)c1cc(-c2ccccc2)nc2ccccc12	2.8
CCOC(=O)c1c(NC(=O)C2CCCCC2)sc2c1CCCC2	-18.3
CCCCN(C(=O)NC(=O)Nc1c(C)cc(C)cc1C)S(C)(=O)=O	4.8
O=C(CCNC(=O)c1ccccc1F)NCc1ccco1	-1.2
COc1cccc2cc(-c3nnc(Nc4ccc(C)cc4)s3)c(=O)oc12	-15.4

Following part
compound	14-3-3 PPI
COc1ccc2cc3cc(C(=O)NCC4CCN(Cc5cccc(C)c5)CC4)sc3nc2c1	-23.9
CCOc1cc(C2C(C(=O)O)c3cc(OCC)c(OCC)cc3C(=O)N2C)ccc1O (centres undefined)	-5.7
COc1ccc(C2C(C(=O)OC(C)C)=C(C)NC3=C2C(=O)CCC3)c(OC)c1OC (centres undefined)	-3.2
COc1ccccc1NC(=O)c1ccc(C(=O)Nc2ccccc2OC)cc1	6.2
NC(=O)c1ccccc1NC(=O)C(F)(F)F	-1.3
CC(=O)NC(CCS(C)(=O)=O)C(=O)Nc1ccc(Cl)c(Cl)c1 (centres undefined)	-8.4
COC(=O)c1ccc(-c2nc(O)c3cnccn23)cc1	-5.1
O=C(CN(Cc1ccc(F)cc1)C(=O)CCC(=O)Nc1ccccn1)NCc1ccco1	-6.7
CCc1ccccc1NC(=O)CC1S/C(=N\c2nccs2)N(CC)C1=O (centres undefined)	-3.2
O=C(O)c1cccc(Nc2nc(-c3ccc(O)cc3O)cs2)c1	-9.7
NC(=O)c1occ2ccccc12	-11.9
CC1CCc2c(sc(NC(=O)C(C)(C)C)c2C(=O)Nc2cccc3ccccc23)C1 (centres undefined)	-1.7
CC(C)C(=O)Nc1cccc(NC(=O)c2cc3ccccc3o2)c1	-3.9
CC(NC(=O)c1noc2c1CCCC2)c1ccccc1 (centres undefined)	5.4&-5.4
Cc1ccccc1NC(=O)c1cnn(-c2ccccc2)c1NC(=O)c1ccccc1	-2.2
CCOC(=O)C1=C(C(F)(F)F)Nc2ncnn2C1c1ccc(OC)cc1 (centres undefined)	-2.5
Cn1c(C(=O)NCCc2ccsc2)cc2c(=O)n(C)c3ccccc3c21	-1.6
CC1CCCN(CCCNC(=O)CCN2C(=O)COc3ccccc32)C1 (centres undefined)	-5.9
CC(C)CCSc1nc2c(c(=O)n(C)c(=O)n2C)n1Cc1ccccc1Cl	0.1
COC(=O)C1=C(C)Nc2nnnn2C1c1cccc(Br)c1 (centres undefined)	3.2
COc1cc(C=Nc2ccc(S(=O)(=O)Nc3ccccn3)cc2)ccc1OCc1ccccc1	-8.7
CCOC(=O)c1c(-c2ccccc2)csc1N=CC1C(=O)CCCC1=O	-23.6
Cc1ccc(Nc2cc(C)c3ccccc3n2)cc1Cl	-1.9
Cc1ccc(/C(O)=C2\C(=O)C(=O)N(Cc3cccnc3)C2c2ccc([N+](=O)[O-])cc2)cc1 (centres undefined)	-7.4
Cc1[nH]cnc1CSc1ccccc1	-3.2
CCOC(=O)c1oc2ccc(Br)cc2c1NC(C)=O	-8.4
CC(C)c1ccc(NC(=O)c2cccnc2)cc1	1.6&-4.0
COc1ccc(OCCSc2nc3ccccc3n2CC(=O)O)cc1	0.5&1.0
O=C(O)CN(c1ccc(F)cc1)S(=O)(=O)c1ccc2c(c1)OCCO2	3.0
Cc1cc(Nc2ccccc2)n(CCOC(=O)COc2ccccc2)n1	0.6
CCOc1ccc(NC(=O)C2=C(C)NC(=O)NC2c2cc(OC)ccc2OC)cc1 (centres undefined)	-2.6
Cc1ccc(-n2c(SCc3nnc4n3CCC4)nnc2-c2ccccc2)cc1	-3.7
COc1ccccc1C1C(C(=O)Nc2cccc(C)n2)=C(C)NC2=C1C(=O)CCC2 (centres undefined)	-0.1
CCc1sc2ncnc(N(C)C)c2c1-c1ccccc1	-4.0
Cc1ccc(-c2nc3cc(N=Cc4cc(Cl)ccc4O)ccc3o2)cc1	-6.8
N#Cc1c(-c2ccco2)cc(C2CC2)nc1N	-4.0
COc1ccccc1N=C1SC(C(=O)Nc2ccc(OC(F)(F)Cl)cc2)CC(=O)N1C (centres undefined)	-7.7
COC(=O)c1ccc(NC(=O)CCN2CCCC2)cc1	-9.5
CC(=O)NC(c1ccccc1)c1cc(Cl)c2cccnc2c1O (centres undefined)	-4.1
COc1cccc(-c2nnc(N(C)C(=O)c3ccno3)s2)c1	-1.4

Ordered by molar mass (smallest number first): some entries from above.
compound	14-3-3 PPI
CCc1sc2ncnc(N(C)C)c2c1-c1ccccc1	-4.0
COc1cccc(-c2nnc(N(C)C(=O)c3ccno3)s2)c1	-1.4
Cc1cc(Nc2ccccc2)n(CCOC(=O)COc2ccccc2)n1	0.6
COc1ccccc1C1C(C(=O)Nc2cccc(C)n2)=C(C)NC2=C1C(=O)CCC2 (centres undefined)	-0.1
COc1cc(C=Nc2ccc(S(=O)(=O)Nc3ccccn3)cc2)ccc1OCc1ccccc1	-8.7

Following part.
compound	14-3-3 PPI
COC(=O)c1c[nH]n2c(NC3CCCC3)c(-c3cccc(OC)c3)nc12	-1.8
Cc1nn(C(C)(C)C)c(OC(=O)COc2ccc(Cl)cc2)c1Sc1ccccc1[N+](=O)[O-]	-2.2
CCOC(=O)c1c(C)oc2ccc(OC(=O)c3ccc(Cl)cc3)cc12	-4.5
N#Cc1c(N)n(-c2ccc(Cl)cc2)c2nc3ccccc3nc12	6.3
Cc1cnc(C(=O)NCCc2ccc(S(=O)(=O)NC(=O)NC3CCCCC3)cc2)cn1	-3.5&-3.3
N#CCCN(CCC#N)C(=O)c1ccc2c(c1)OCO2	-5.5
CC(=O)c1c(C)oc2ccc(N(C(=O)c3cccc([N+](=O)[O-])c3)S(=O)(=O)c3ccc(Cl)cc3)cc12	-135.7
COc1ccc(CCN2C(=O)CC(C(=O)O)SC2=Nc2ccc(F)cc2)cc1OC (centres undefined)	-3.9
CCOC(=O)c1c(NC(=O)c2ccc(S(=O)(=O)N3CCCCCC3)cc2)sc2c1CC(C)(C)NC2(C)C	0.4
CCOC(=O)c1cc2c(=O)n3ccccc3nc2n(CC(C)C)c1=NC(=O)c1ccccc1Cl	-13.1
O=C(O)Cc1c[nH]c2ccc(O)cc12	0.9
Oc1ccc(N=Cc2c(O)ccc3ccccc23)cc1-c1nc2ccccc2s1	-137.5
O=C(Nc1ccc(NC(=O)c2ccco2)cc1Cl)c1ccccc1	-11.0
